# Compound activity as filed in PubChem BioAssay.
# A549 tox – kills or reduces viability of A549 cells in Nrf2 counter-screen; A549 ARE-Fluc cells, CellTiter-Fluor viability, 18-24 h; actives 0.16% (n = 390,000); Potency, µM (top dose mostly 46 µM), for the others: at the highest dose activity change, negative = cytotoxicity, most hits filed as inhibitors; also: % is scaled to controls: 0 for no effect and ±100 for the full control effect
#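 A549 ARE-Fluc cells in 5% FBS OPTI-MEM, 5000 cells/well, rested 2 h then exposed to compounds in concentration-response for 18-24 h at 37 °C. Viability by CellTiter-Fluor fluorescence (Ex 405/Em 525) after 30 min; luciferase luminescence (BugLite, 15 min, RT) read afterwards.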
# HepG2 tox – counter-screen for TGF-b inhibitors: cytotoxicity in HepG2 cells. HepG2 CAGA-GFP viability, ATP luminescence, 18 h. AID 588856. Potency, µM (series often up to 46.1 µM), inactives show at the highest dose activity change, negative = cytotoxicity, usual class: cytotoxic. actives 0.76% (n = 410,000); also: some results filed as inactive show a strong effect at the top dose
#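 CellTiter-Glo luminescence gave cytotoxicity after 18 hours at 37 degrees C. The cells were HepG2 CAGA-GFP in 1% FBS DMEM, stimulated with 500 pg/mL TGF-beta after compound addition. %Activity was normalised to no-cell wells (complete cell-killing) and DMSO (no toxicity), and curves were fitted and classified.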
# TGFb SMAD3 inh – blocks TGF-b signaling | HepG2 CAGA-GFP TGF-b/SMAD3 reporter, GFP fluorescence, 18 h; TGF-beta stimulated, 500 pg/mL final | Potency, µM (titrated, usually from 46.1 µM), for the others: at the top dose activity, negative = inhibition, hits mostly inhibitors | actives 1.2% (n = 410,000); also: % is scaled to controls: 0 for no effect and ±100 for the full control effect; nearly all actives have a fitted effect of over 65% in size
#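 Read-out: total well GFP (ex488/em500-530) summed from mean per-cell fluorescence. Cells: HEPG2 CAGA-GFP, 1% FBS DMEM, 18 h at 37 degrees C with 500 pg/mL final TGF-beta. Unstimulated wells served as the full-inhibition control; stimulated DMSO wells = 0%.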
# EPAC2 antag – blocks human EPAC2 exchange factor; Q8WZA2; EPAC2 GEF exchange of Rap1B-BODIPY-GDP, fluorescence; Potency, µM (doses to about 114 µM), for the others: at the highest dose activity, negative = inhibition, actives largely listed as inhibitors; actives 0.18% (n = 360,000); AID 720708; also: % is scaled to controls: 0 for no effect and ±100 for the full control effect; nearly all actives have a fitted effect of over 45% in size; many of its hits are not listed in these tables
# Target sequence (Q8WZA2 whole entry, looked up): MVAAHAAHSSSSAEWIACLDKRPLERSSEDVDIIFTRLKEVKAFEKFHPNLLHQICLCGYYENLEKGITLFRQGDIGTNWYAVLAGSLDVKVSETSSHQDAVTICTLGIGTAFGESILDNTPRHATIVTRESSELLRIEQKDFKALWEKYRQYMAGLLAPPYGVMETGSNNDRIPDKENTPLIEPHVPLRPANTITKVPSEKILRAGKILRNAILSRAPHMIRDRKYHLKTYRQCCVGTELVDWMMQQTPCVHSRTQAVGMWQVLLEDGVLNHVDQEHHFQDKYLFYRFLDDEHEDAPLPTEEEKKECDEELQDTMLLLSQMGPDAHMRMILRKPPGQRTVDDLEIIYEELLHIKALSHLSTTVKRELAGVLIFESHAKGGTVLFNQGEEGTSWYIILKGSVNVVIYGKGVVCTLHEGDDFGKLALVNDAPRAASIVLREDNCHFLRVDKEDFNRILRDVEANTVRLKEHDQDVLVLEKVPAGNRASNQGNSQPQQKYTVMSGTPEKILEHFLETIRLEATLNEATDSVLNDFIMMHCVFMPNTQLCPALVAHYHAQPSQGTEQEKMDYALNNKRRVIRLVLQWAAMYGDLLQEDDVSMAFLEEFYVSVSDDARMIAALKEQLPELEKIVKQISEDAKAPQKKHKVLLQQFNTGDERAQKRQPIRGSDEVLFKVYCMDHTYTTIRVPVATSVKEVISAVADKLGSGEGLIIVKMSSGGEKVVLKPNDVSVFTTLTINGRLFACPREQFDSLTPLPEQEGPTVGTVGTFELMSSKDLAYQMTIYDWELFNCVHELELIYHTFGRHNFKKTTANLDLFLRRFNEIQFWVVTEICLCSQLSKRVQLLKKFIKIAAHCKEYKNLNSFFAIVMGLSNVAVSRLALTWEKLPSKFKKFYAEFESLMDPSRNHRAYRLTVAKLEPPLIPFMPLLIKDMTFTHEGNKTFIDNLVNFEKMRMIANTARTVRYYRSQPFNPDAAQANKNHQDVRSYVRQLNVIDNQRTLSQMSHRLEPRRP
# Nrf2 block – inhibitors of Nrf2 signaling. A549 ARE-Fluc reporter, luciferase luminescence, 18-24 h. Potency, µM (series often up to 46 µM), for inactives: top-dose activity change, negative = inhibition, usual class: inhibitors. actives 2.1% (n = 360,000). AID 504444; also: % is scaled to controls: 0 for no effect and ±100 for the full control effect; nearly all actives have a fitted effect of over 60% in size
#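 Quantitative HTS in A549 cells stably bearing an antioxidant response element-firefly luciferase construct. Inhibition of Nrf2-driven transcription was scored by luminescence after 18-24 h of compound exposure at 37 °C.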
# S2 tox – reduces viability in counter-screen for ATXN expression inhibitors; S2 cells (HEK-293 line with an ATXN2-luciferase reporter) viability, CellTiter-Fluor protease fluorescence, 24 h; Potency, µM (titrated, usually from 56.7 µM), usual class: cytotoxic; actives 0.49% (n = 400,000); AID 651635; also: nearly all actives have a fitted effect of over 40% in size
# Nrf2 ARE act – activators of Nrf2 (ARE) signaling | AREc32 ARE-luciferase reporter (MCF7-derived line), luminescence, 24 h | Potency, µM (top dose mostly 46.1 µM), for inactives: at the highest dose activation, most hits filed as activators | actives 0.31% (n = 410,000) | AID 624171; also: % of control where 0% means no effect; nearly all actives have a fitted effect of over 65% in size
#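 ARE activation measured as luciferase luminescence (Steady-Glo, 30 min RT) in AREc32_Fluc cells after 24 hr compound exposure at 37 deg C, 5% CO2; cells seeded overnight at 1000/well in OPTI-MEM, 5% FBS.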
# ATXN2 expr inh – inhibitors of ATXN2 expression; HEK-293 ATXN2-luciferase reporter, luminescence, 24 h; Potency, µM (doses to about 57 µM), for the others: top-dose activity change, negative = inhibition, actives largely listed as inhibitors; actives 0.72% (n = 360,000); also: % is scaled to controls: 0 for no effect and ±100 for the full control effect; nearly all actives have a fitted effect of over 55% in size
#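 ATXN2-luciferase reporter cells (luciferase flanked by upstream and downstream ATXN2 gene portions) were treated 24 h at 37 °C with compounds at up to 57 uM. SteadyGlo luminescence gave expression; GF-AFC fluorescence gave viability.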
# MCF10A rereplic – inducers of DNA re-replication in MCF 10A breast cells; MCF 10A DNA re-replication, Hoechst nuclear intensity, 48 h; Potency, µM (top dose mostly 46.1 µM), inactives show at the top dose activity, positive = re-replication, actives largely listed as activators; actives 2.9% (n = 350,000); also: % of control where 0% means no effect; nearly all actives have a fitted effect of over 50% in size
# Active calls of the source: *; i = inactive; ? = inconclusive; nt = not tested or not shown; [ ] = remark or other dose. Calls follow the shape of the dose curve; as a rule, active = well fitted curve in the direction sought with a large enough effect; inconclusive = small, poorly fitted or top-dose-only effect, or another doubt; inactive = no such curve, though single readings can be large; an effect the other way counts as inactive or inconclusive. Potency is read from the fitted curve at half-maximal effect.
nr	canonical_smiles	A549 tox	HepG2 tox	TGFb SMAD3 inh	EPAC2 antag	Nrf2 block	S2 tox	Nrf2 ARE act	ATXN2 expr inh	MCF10A rereplic
1	O=C(c1ccc2c(c1)OCCO2)C1CCN(C(=O)c2ccc(F)c(F)c2)CC1	-11%	-18%	-31%	-1%	nt	i	0.2%	-15%	2%
2	COc1cc(/C=N/NC(=O)C(=O)NCC2CCCO2)cc(Cl)c1O (stereo not drawn)	-6%	-2%	3%	-10%	0%	i	-1.8%	3%	1%
3	CCOC(=O)c1ccc2[nH]c3c(c2c1)CCCC3NC=O (stereo not drawn)	3%	-49%	-12%	-7%	2%	i	4.5%	-29%	?
4	O=C1[C@@H](Oc2ccccc2)[C@@H](c2ccccc2)N1c1ccccc1	5%	-2%	7%	-9%	8%	i	0.2%	-9%	?
5	COc1cccc(NC(=O)Cn2cc(C=O)c3ccccc32)c1	1%	-49%	?	5%	14%	i	-0.1%	-16%	3%
6	CCOc1cc(CNCC(C)C)cc(Cl)c1OCc1ccccc1	1%	-17%	-20%	3%	-15%	?	-0.8%	nt	1%
7	CCCCCn1c(=S)[nH]c2cc(C(=O)N3CCCC3)ccc2c1=O	2%	-20%	?	2%	-1%	i	0.2%	5%	0%
8	NC(=O)CSC1=Nc2ccccc2C2=NC(CC(=O)NCc3cccs3)C(=O)N12 (stereo not drawn)	0%	-16%	-12%	-7%	-5%	i	0.6%	17%	1%
9	CCOC(=O)C1CCN(Cc2nc3ccc(Cl)cc3n2CCO)CC1	-3%	3%	-6%	10%	18%	i	2.1%	-7%	0%
10	O=C(c1ccc(Cl)cc1)N1CCC(c2ccncc2)CC1	1%	1%	-10%	nt	nt	i	2.3%	-14%	nt
11	CC(=O)c1ccc(N(CC(=O)NC2CCS(=O)(=O)C2)S(=O)(=O)c2ccc(C)cc2)cc1 (stereo not drawn)	1%	-7%	14%	1%	1%	i	-0.9%	-4%	1%
12	Cc1onc(-c2ccccc2Cl)c1C(=O)NC1CCS(=O)(=O)C1 (stereo not drawn)	2%	18%	9%	1%	12%	i	-1.2%	2%	0%
13	O=C(Nc1nc2c(F)cc(F)cc2s1)c1ccco1	8%	0%	2%	0%	?	i	?	26%	?
14	CN(C)C(=O)c1cn(N(C)c2ncc(C(F)(F)F)cc2Cl)c(=O)c2ccccc12	-4%	1%	0%	3%	3%	i	0.7%	1%	1%
15	Cc1ccc(-n2c(SCC(=O)Nc3cccc(S(=O)(=O)NC4=NCCCCC4)c3)nc3ccccc3c2=O)cc1	-13%	-17%	?	1%	-18%	i	-0.4%	15%	2%
16	Cc1ccc(CN2CCNC(=O)C2CC(=O)N(C)C2CCCCC2)cc1 (stereo not drawn)	-1%	-8%	-11%	9%	1%	i	-0.2%	7%	6%
17	CCn1ccnc1CN1CCN(CC(C)C)C(CCO)C1 (stereo not drawn)	-3%	-1%	32%	10%	0%	i	0.4%	-11%	0%
18	Cc1ccc(NC(=O)c2ncn(-c3ccccc3)n2)c(Cl)c1	0%	5%	nt	nt	?	nt	4.4%	nt	nt
19	N#CC1=C(N)SC(N)=C(C#N)C1C1CC=CCC1 (stereo not drawn)	-18%	-13%	0%	0%	-11%	i	2.9%	6%	-9%
20	O=C(CSc1ccc2nnc(-c3ccncc3)n2n1)Nc1nccs1	2%	-12%	-15%	-2%	1%	i	-0.3%	1%	-5%
21	Clc1cccc(Cl)c1Cn1cnc(=NCc2ccco2)c2[nH]cnc21	5%	-14%	-10%	-1%	nt	i	26%	19%	?
22	O=C1CC[C@H](OCc2ccccc2)CCN1[C@H](CSc1ccccc1)Cc1ccccc1	1%	-25%	?	-22%	4%	i	5.3%	9%	16%
23	CNC1(C(N)=O)CCNCC1	-2%	-2%	14%	0%	8%	i	0.4%	nt	9%
24	Cc1ccc(S(=O)(=O)NC(CC(C)C)C(=O)NCc2ccco2)cc1 (stereo not drawn)	-3%	0%	5%	3%	nt	i	0.0%	1%	-10%
25	CN(C(=O)c1ccccc1-c1ncc[nH]1)C1CCCN(Cc2ccccc2F)C1 (stereo not drawn)	0%	-11%	-8%	-10%	4%	i	-0.5%	3%	1%
26	O=c1cc(-c2ccsc2)oc2ccc(-c3ccc4cc[nH]c4c3)cc12	-5%	-16%	-13%	9%	4%	?	5.6%	0%	31%
27	C=CCn1c(=O)c(C(=O)NCc2ccc3c(c2)OCO3)c(O)c2cc(OC)c(OC)cc21	-10%	23%	8%	5%	-12%	i	0.2%	-14%	0%
28	C/C(=N\NC(=O)c1cc2c(s1)CCC(C)C2)c1cccnc1 (stereo not drawn)	-2%	-6%	-18%	0%	-7%	?	2.4%	26%	-1%
29	COC(CNC(=O)c1ccc2nc(-c3ccccc3)c(-c3ccccc3)nc2c1)OC	-15%	-2%	1%	-17%	16µM*	i	-0.4%	-9%	1%
30	Cc1ccc(S(=O)(=O)c2c(N)n(/N=C/c3ccco3)c3nc4ccccc4nc23)cc1	-5%	-3%	-1%	-7%	?	i	-0.2%	4%	?

# Brought forward from above: two compounds, followed by the next part.
nr	canonical_smiles	A549 tox	HepG2 tox	TGFb SMAD3 inh	EPAC2 antag	Nrf2 block	S2 tox	Nrf2 ARE act	ATXN2 expr inh	MCF10A rereplic
29	COC(CNC(=O)c1ccc2nc(-c3ccccc3)c(-c3ccccc3)nc2c1)OC	-15%	-2%	1%	-17%	16µM*	i	-0.4%	-9%	1%
30	Cc1ccc(S(=O)(=O)c2c(N)n(/N=C/c3ccco3)c3nc4ccccc4nc23)cc1	-5%	-3%	-1%	-7%	?	i	-0.2%	4%	?
31	Cc1cc(NC(=O)CCC(=O)N(Cc2ccco2)C(C(=O)NC2CCCC2)c2ccccc2)no1 (stereo not drawn)	2%	9%	0%	1%	?	i	-0.7%	-11%	13%
32	COc1ccc(CCC(=O)OCC(=O)Nc2ccc(C)c(S(=O)(=O)N(C)C)c2)cc1	8%	0%	0%	10%	13%	i	-0.1%	-9%	-2%
33	CCc1nc2c(OCc3ccc(F)cc3)cccn2c1N(C)C(=O)c1ccc(C)cc1	nt	3%	-10%	?	nt	i	0.3%[9.22 µM]	-18%	nt
34	COc1ccccc1-n1nnnc1SCC(=O)Nc1cc(C)on1	1%	3%	-4%	-21%	nt	i	0.1%	-3%	4%
35	Cc1cc([N+](=O)[O-])ccc1NCc1ccccc1[N+](=O)[O-]	1%	5%	3%	-4%	-14%	?	1.9%	0%	19%
36	CN(C(=O)COC(=O)CNC(=O)c1ccccc1F)C1CCCCC1	2%	3%	-8%	-2%	22%	i	-0.1%	-19%	-1%
37	O=C(CC(c1ccccc1)c1ccccc1)NCC1CCCO1 (stereo not drawn)	0%	5%	-12%	-9%	-18%	i	-0.4%	-8%	3%
38	NC(=O)c1ccccc1OCC(=O)N1CCc2ccccc2C1	1%	18%	6%	3%	?	i	2.2%	11%	2%
39	COC(=O)c1cc2c(-c3ccccc3)c(C)c3ccccn3c-2c1C(=O)OC	-18%	4%	10%	?	?	?	4.8%	-3%	?
40	CC(=NNC(=S)N1CCN(C2CCCCCC2)CC1)c1ccccn1	?	-79%	?	12%	18%	1.2µM*	4.7%	-82%	16µM*
41	Cn1cccc1Cc1nnc(SCC(=O)Nc2nc3ccccc3s2)n1CCc1ccccc1	-11%	-42%	?	12%	-11%	i	-0.1%	-37%	?
42	COCCCC1CCN(Cc2cn[nH]c2-c2cc(OC)c(OC)c(OC)c2)CC1	-8%	-13%	9%	-3%	-7%	?	2.7%	nt	3%
43	COc1ccc(Oc2cc(Cl)nc(N)n2)cc1	6%	1%	-4%	0%	2%	i	-0.1%	-4%	-5%
44	COc1ccc(C2CC(C(F)(F)F)n3nc(C(=O)N(C)Cc4cn(C)nc4C)c(Cl)c3N2)cc1 (stereo not drawn)	-7%	10%	-2%	5%	?	i	0.5%	4%	-1%
45	O=C(OCc1nnc(-c2ccccc2)o1)c1ccccc1	-11%	-11%	-3%	-2%	?	i	-0.1%	-11%	9%
46	COc1ccc(C2CC(=O)Nc3sc(=N)c4c(N)c(C#N)c(N)nc4c32)cc1OC (stereo not drawn)	-3%	-10%	15%	0%	3%	i	2.7%	0%	0%
47	COC(CNC(=O)c1ccc(CS(=O)(=O)c2c(Cl)cccc2Cl)o1)OC	6%	4%	0%	3%	4%	i	-0.2%	1%	0%
48	Cc1cc(OCC(=O)N2CCc3ccccc3C2)c(C)cc1Br	6%	-34%	?	-12%	?	i	0.2%	-3%	?
49	Cn1cccc1C(=O)NC(=O)COC(=O)c1ccc(S(C)(=O)=O)cc1	2%	2%	-27%	3%	?	i	0.0%	3%	4%
50	CC(=O)c1cc(NC(=O)c2cccc(C(F)(F)F)c2)c(=O)oc1/C=C/N(C)C	-7%	9%	36%[activator]	54%[activator][57.1 µM]	?	i	4.4%	1%	-1%
51	Cc1cc(Br)cn2c(CC(C)(C)C)c(C3CCCCC3)nc12	nt	-16%	-17%	-3%	nt	i	-0.1%	32%	nt
52	Cc1ccccc1OCC(=O)NNC(=S)NC(=O)c1ccco1	-8%	-4%	-12%	6%	nt	i	14%	?	14µM*
53	Cc1ccc(NC(=O)COC(=O)/C=C/c2ccc(Br)o2)cc1S(=O)(=O)N(C)C	0%	3%	4%	-3%	5%	i	0.1%	-8%	-4%
54	COCCN(C(=O)COC(=O)Cc1ccc(Cl)cc1Cl)c1c(N)n(Cc2ccccc2)c(=O)[nH]c1=O	0%	-4%	8%	-1%	-17%	i	0.1%	6%	-5%
55	C[C@H](NC(=O)[C@@H]1CCCN1C(=O)[C@@H]1CCCN1C(=O)OC(C)(C)C)c1ccccc1	nt	nt	nt	0%	nt	i	-0.1%	7%	nt

# Looked up by compound from above (two):
nr	canonical_smiles	A549 tox	HepG2 tox	TGFb SMAD3 inh	EPAC2 antag	Nrf2 block	S2 tox	Nrf2 ARE act	ATXN2 expr inh	MCF10A rereplic
31	Cc1cc(NC(=O)CCC(=O)N(Cc2ccco2)C(C(=O)NC2CCCC2)c2ccccc2)no1 (stereo not drawn)	2%	9%	0%	1%	?	i	-0.7%	-11%	13%
43	COc1ccc(Oc2cc(Cl)nc(N)n2)cc1	6%	1%	-4%	0%	2%	i	-0.1%	-4%	-5%

# A portion of the library; the hit share may differ from the screen's.
